EBNA-1 inh = blocks EBNA-1 binding to DNA; EBNA-1 DNA binding, fluorescence polarization; inhibition, % at 14.8 µM; hit rate 0.34% among 300,000; AID 1950; in the data active = inhibition above about 28%
proCasp3 act = activates human procaspase-3; recombinant procaspase-3 D3A, Ac-DEVD-pNA absorbance 405 nm; activation, % at 8.5 µM; hit rate 0.11% among 330,000; AID 463141;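 active = activation above the mean of all tested compounds plus 3 SD, cut at about 21% in these data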;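 note: 0% = DMSO alone and 100% = DMSO wells spiked with extra 5 µM PC-3 D3A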
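Assay system – Procaspase-3 D3A mutant · Benchmarks – DMSO low control, extra-enzyme high control · Technique – 405 nm absorbance of p-nitroaniline, reads at 0 and 120 min · Doses – 8.5 µM nominal · Measure – % activation between DMSO and enzyme-spiked controls · Also added – Ac-DEVD-pNA chromogenic peptide substrate · Schedule – 1 h compound preincubation, 2 h substrate hydrolysis at 25 °C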
AHR activator = human AHR activation; hit rate 2.5% among 320,000; P35869; activation, % at 5 µM; AID 2796; AHR-responsive luciferase reporter cells, luminescence; in the data active = activation above about 47%;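 note: 0% = vehicle wells and 100% = reference agonist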
Target sequence (P35869 whole entry, looked up): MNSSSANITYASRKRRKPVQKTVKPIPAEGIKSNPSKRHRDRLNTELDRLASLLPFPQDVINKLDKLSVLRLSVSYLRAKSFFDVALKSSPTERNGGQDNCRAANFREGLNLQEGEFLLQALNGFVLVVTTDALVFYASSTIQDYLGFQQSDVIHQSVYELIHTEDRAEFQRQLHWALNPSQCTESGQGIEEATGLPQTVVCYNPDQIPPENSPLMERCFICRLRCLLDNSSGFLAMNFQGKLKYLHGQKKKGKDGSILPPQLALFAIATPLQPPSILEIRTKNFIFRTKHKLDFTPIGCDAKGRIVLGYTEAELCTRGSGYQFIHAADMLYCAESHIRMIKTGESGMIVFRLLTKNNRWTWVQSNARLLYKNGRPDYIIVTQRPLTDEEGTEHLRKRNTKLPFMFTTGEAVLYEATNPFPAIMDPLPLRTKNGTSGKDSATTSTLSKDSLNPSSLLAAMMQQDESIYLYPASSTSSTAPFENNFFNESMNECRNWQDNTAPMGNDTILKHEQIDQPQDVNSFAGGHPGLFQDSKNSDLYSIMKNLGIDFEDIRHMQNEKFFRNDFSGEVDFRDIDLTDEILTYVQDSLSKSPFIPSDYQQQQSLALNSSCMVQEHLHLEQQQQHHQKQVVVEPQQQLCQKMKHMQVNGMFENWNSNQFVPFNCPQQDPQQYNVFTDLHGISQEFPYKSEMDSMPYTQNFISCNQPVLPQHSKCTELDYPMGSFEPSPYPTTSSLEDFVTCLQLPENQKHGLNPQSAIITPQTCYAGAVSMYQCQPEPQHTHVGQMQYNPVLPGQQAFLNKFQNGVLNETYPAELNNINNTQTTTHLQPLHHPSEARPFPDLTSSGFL
ZTA DNA inh = counter-screen for EBNA-1 inhibitors: inhibitors of Epstein-Barr virus ZTA; AID 2234; ZTA-DNA binding, fluorescence polarization; hit rate 0.15% among 320,000; inhibition, % at 11 µM; P03206; in the data active = inhibition above about 33%
RPL19A TOR yeast = yeast TOR pathway RPL19A-GFP modulation. S. cerevisiae RPL19A-GFP strain, flow cytometry, 3 h; stronger effect = lower value. percent response vs DMSO, % at 10 µM. hit rate 0.3% among 330,000. AID 2025;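 active = percent response vs DMSO below 50%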;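 note: median channel GFP fluorescence of the barcoded RPL19A-GFP strain; ratio of sample median GFP to plate DMSO average so 100% = DMSO; lower means less RPL19A-GFP as with rapamycin TOR inhibition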
proCasp7 act = activates human procaspase-7, counter-screen for procaspase-3 activators | P55210 | activation, % at 8.5 µM | AID 463210 | hit rate 0.093% among 330,000 | recombinant procaspase-7, Ac-DEVD-pNA absorbance 405 nm; D23A/D198A/D206A triple mutant, cannot self-cleave; scale: DMSO 0, 5 µM enzyme 100;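 active = percent activation above the screen-wide mean plus 3 SD, cut at about 25% in these data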
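Assay system – Uncleavable procaspase-7 mutant enzyme · Quantity – 2 µM procaspase-7 mutant as dispensed · Times – 1 h preincubation, 2 h reaction · Dosing – single nominal 8.5 µM compound dose, 0.8% DMSO final · Buffer or medium – Zinc-free 50 mM HEPES buffer, pH 7.4, with NaCl and Triton X-100 · Detection – Epi-absorbance of released pNA at 405 nm, two timepoints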
MEP2-GFP yeast = yeast TOR pathway MEP2-GFP modulation | S. cerevisiae MEP2-GFP strain, flow cytometry GFP, 3 h; 100% = DMSO control level | GFP response vs DMSO, % at 10 µM | hit rate 0.51% among 330,000 | AID 2016;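 active = GFP response versus DMSO above a set limit, roughly screen mean plus 3 SD, cut at about 180% in these data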;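 note: median GFP fluorescence of the barcode-gated MEP2-GFP cells per well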
LAP4-GFP MLPCN = yeast TOR pathway LAP4-GFP modulation. GFP response vs DMSO, % at 10 µM. S. cerevisiae LAP4-GFP multiplex, flow cytometry GFP, 3 h; median GFP as percent of DMSO wells. hit rate 0.34% among 320,000. AID 2023;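 active = GFP response vs DMSO above a set limit, about the screen mean plus 3 SD, cut at about 150% in these data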
* hit, by the source's call; x = not tested or not shown.

nr | SMILES | EBNA-1 inh | proCasp3 act | AHR activator | ZTA DNA inh
1 | COC(=O)C1=C(C(=O)OC)[C@@H]2N(Cc3ccccc3)c3ccccc3[C@@]23C[C@@H](C(=O)OC)N(C(=O)CC(C)C)C3=N1 | 2.2 | -5.8 | 2.7 | -2.2
2 | Cc1cc(C)cc(NC(=S)N(Cc2ccc(Br)cc2)Cc2ccc(C(=O)O)cc2)c1 | 0.0 | -3.3 | 1.6 | 8.2
3 | CC1CCN(C(=O)c2scc3c2OCCO3)CC1 | 1.5 | 3.0 | -3.2 | 18.8
4 | CCOC(=O)c1c(C)n(C)c2ccc(OC(C)=O)cc12 | 1.2 | -14.4 | 24.6 | 11.8
5 | COc1ccc(/C=N/N2CCN(c3ccccc3)CC2)cc1Br | 6.9 | -5.6 | -6.1 | 10.2
6 | O=C(CNC(=O)c1sc2ccccc2c1Cl)NCc1ccc(F)cc1 | -9.4 | 7.6 | -1.5 | -11.3
7 | O=C(NCc1ccccc1)C1CCCN(C(=O)NCc2ccccc2)C1 (stereo not given) | -5.1 | -0.2 | 1.1 | -1.4
8 | COC(=O)C[C@H]1c2cc(F)cc(F)c2S(=O)(=O)N1C1CCN(Cc2ccccc2)CC1 | -6.2 | -1.8 | 3.1 | -3.3
9 | Cc1ccc(C2=Nc3ccccc3N=C(c3ccc([N+](=O)[O-])cc3)C2)c(O)c1 | -1.9 | 6.4 | 22.5 | 1.1
10 | CC(Sc1ncccn1)C(=O)NNC(=O)c1cccc(Cl)c1 (stereo not given) | x | 9.0 | 0.2 | x
11 | Cc1cccc(C)c1OCC(=O)N(Cc1ccc(N(C)C)cc1)C1CCS(=O)(=O)C1 (stereo not given) | -5.0 | -9.8 | 3.3 | -3.6
12 | O=C(NNC(=O)c1cc(-c2ccccc2)n(-c2ccccc2)n1)c1cccc([N+](=O)[O-])c1 | 7.1 | 8.8 | 0.2 | 16.3
13 | CCOC(=O)c1cc(C#N)c(SC)nc1-c1ccccc1 | -4.4 | 4.6 | 14.3 | -15.3
14 | Cc1ccccc1OCCNC(=O)c1ccco1 | -1.8 | 10.5 | 4.8 | -12.4
15 | CN(c1ccc(C(=O)N2CCOCC2)cc1)S(C)(=O)=O | 5.5 | -4.8 | -1.7 | 7.2

nr | RPL19A TOR yeast | proCasp7 act | MEP2-GFP yeast | LAP4-GFP MLPCN
1 | 99.3 | 1.4 | 94.9 | 107.4
2 | 94.8 | 7.3 | 106.2 | 103.9
3 | 99.3 | 7.1 | 95.1 | 99.9
4 | 95.5 | 3.3 | 91.1 | 92.4
5 | 108.2 | -2.7 | 100.4 | 91.3
6 | 97.9 | -1.8 | 90.8 | 93.2
7 | 106.5 | 6.5 | 107.3 | 99.0
8 | 95.0 | 6.9 | 93.7 | 115.0
9 | 102.8 | -7.7 | 100.3 | 104.5
10 | 92.9 | 6.2 | 95.3 | 92.7
11 | 98.3 | 3.3 | 101.0 | 115.3
12 | 98.3 | 4.6 | 95.7 | 107.0
13 | 98.1 | 6.3 | 100.5 | 106.6
14 | 101.0 | 9.8 | 99.7 | 108.2
15 | 95.2 | 4.9 | 95.4 | 90.7

nr | SMILES | EBNA-1 inh | proCasp3 act | AHR activator | ZTA DNA inh
16 | C=CCc1c(Cl)nc(C)nc1NCc1ccccc1 | 2.1 | 5.4 | 1.4 | 6.1
17 | Cc1cc2c(NC(=O)Nc3ccc(C(C)(C)C)cc3)cccc2nn1 | -5.2 | -2.9 | 5.2 | -2.1
18 | CCCn1c(N)c(N(CCOC)C(=O)c2ccc(F)cc2)c(=O)[nH]c1=O | -21.3 | -0.3 | 1.6 | -7.3
19 | CN(C)C(=O)C#Cc1ccccc1 | -0.3 | -6.3 | -3.7 | 10.0
20 | CCCCNc1nnc(SCC(=O)c2c[nH]c3ccccc23)s1 | -4.2 | 7.0 | 57.4* | -15.9
21 | CCCNC(=O)c1ccccc1NC(=O)c1ccccc1N(C)S(=O)(=O)c1ccccc1 | -2.2 | 6.0 | 1.8 | 2.6
22 | Cc1nn(-c2cccc(C(F)(F)F)c2)c(Cl)c1/C=N/Nc1cccc(C(=O)O)c1 | -4.0 | -9.8 | 2.6 | 14.8
23 | Cc1ccc(N2C(=O)c3ccccc3C2Nc2ccccc2F)nc1 (stereo not given) | 5.4 | 8.6 | 6.6 | 20.4
24 | O=C(C[n+]1ccccc1)Nc1ccccc1 | -2.6 | 6.0 | 2.0 | 1.2
25 | Cc1c(C(=S)Nc2ccccc2)cnn1-c1ccc([N+](=O)[O-])cc1 | -6.4 | -8.6 | -7.3 | -4.3
26 | O=C(N[C@@H](Cc1ccccc1)C(=O)NCc1ccc(F)cc1)C1CCNCC1 | 3.5 | 5.4 | 2.6 | -5.7
27 | CC1CCCCN1C(=O)c1cnn2c(C(F)(F)F)cc(-c3ccco3)nc12 (stereo not given) | -4.8 | 2.2 | -0.3 | 12.7
28 | O=S(=O)(Nc1nccs1)c1ccc(Nc2nnc(-c3ccccc3)c3ccccc23)cc1 | 9.2 | -2.5 | 20.8 | -0.3

nr | RPL19A TOR yeast | proCasp7 act | MEP2-GFP yeast | LAP4-GFP MLPCN
16 | 104.6 | -0.4 | 105.6 | 95.3
17 | 97.7 | -2.4 | 98.4 | 110.2
18 | 99.4 | 4.6 | 99.9 | 91.2
19 | 98.8 | 3.8 | 96.4 | 121.3
20 | 98.7 | 7.7 | 96.8 | 96.4
21 | 104.5 | -1.4 | 101.8 | 95.0
22 | 92.2 | -7.9 | 109.5 | 131.2
23 | 97.9 | -2.9 | 103.0 | 99.2
24 | 101.1 | 6.2 | 99.5 | 114.0
25 | x | -13.1 | x | x
26 | 95.2 | -8.9 | 104.6 | 93.0
27 | 96.6 | -2.8 | 97.3 | 106.0
28 | 106.5 | 11.7 | 106.6 | 93.3

Filtered by structure: the entries above with four or more nitrogen atoms
nr | SMILES | EBNA-1 inh | proCasp3 act | AHR activator | ZTA DNA inh
10 | CC(Sc1ncccn1)C(=O)NNC(=O)c1cccc(Cl)c1 (stereo not given) | x | 9.0 | 0.2 | x
12 | O=C(NNC(=O)c1cc(-c2ccccc2)n(-c2ccccc2)n1)c1cccc([N+](=O)[O-])c1 | 7.1 | 8.8 | 0.2 | 16.3
17 | Cc1cc2c(NC(=O)Nc3ccc(C(C)(C)C)cc3)cccc2nn1 | -5.2 | -2.9 | 5.2 | -2.1
18 | CCCn1c(N)c(N(CCOC)C(=O)c2ccc(F)cc2)c(=O)[nH]c1=O | -21.3 | -0.3 | 1.6 | -7.3
20 | CCCCNc1nnc(SCC(=O)c2c[nH]c3ccccc23)s1 | -4.2 | 7.0 | 57.4* | -15.9
22 | Cc1nn(-c2cccc(C(F)(F)F)c2)c(Cl)c1/C=N/Nc1cccc(C(=O)O)c1 | -4.0 | -9.8 | 2.6 | 14.8
25 | Cc1c(C(=S)Nc2ccccc2)cnn1-c1ccc([N+](=O)[O-])cc1 | -6.4 | -8.6 | -7.3 | -4.3
27 | CC1CCCCN1C(=O)c1cnn2c(C(F)(F)F)cc(-c3ccco3)nc12 (stereo not given) | -4.8 | 2.2 | -0.3 | 12.7
28 | O=S(=O)(Nc1nccs1)c1ccc(Nc2nnc(-c3ccccc3)c3ccccc23)cc1 | 9.2 | -2.5 | 20.8 | -0.3

nr | RPL19A TOR yeast | proCasp7 act | MEP2-GFP yeast | LAP4-GFP MLPCN
10 | 92.9 | 6.2 | 95.3 | 92.7
12 | 98.3 | 4.6 | 95.7 | 107.0
17 | 97.7 | -2.4 | 98.4 | 110.2
18 | 99.4 | 4.6 | 99.9 | 91.2
20 | 98.7 | 7.7 | 96.8 | 96.4
22 | 92.2 | -7.9 | 109.5 | 131.2
25 | x | -13.1 | x | x
27 | 96.6 | -2.8 | 97.3 | 106.0
28 | 106.5 | 11.7 | 106.6 | 93.3
